Screens: PubChem BioAssay, Sanford-Burnham Center for Chemical Genomics
HKDC1 inhibitor: HKDC1 (human) hexokinase inhibition | Q2TB90 | recombinant HKDC1, G6PDH/diaphorase resazurin coupled fluorescence | inhibition, % at 20 µM | 340,000 tested, 0.16% active;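 active = inhibition above about 35% when tested at 20 µM, limit read from the data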;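 also: plate controls were DMSO wells with enzyme for no effect and DMSO wells lacking enzyme for full effect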
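Material: recombinant HKDC1 hexokinase; Amount: HKDC1 at 5 µg/mL; Medium: Tris pH 8.0 buffer with MgCl2, Tween-20, BSA, BME; Schedule: 90 min reaction incubation at room temperature, dark; Technique: coupled resazurin fluorescence, excitation 525 nm, emission 613 nm.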
SENP8 inh: inhibitors of human SENP8 protease. Q96LD8. purified SENP8, Z-RLRGG-aminoluciferin cleavage, luminescence. inhibition, % at 10 µM. 330,000 tested, 1.2% active. AID 2540
Target sequence (Q96LD8 whole entry, looked up): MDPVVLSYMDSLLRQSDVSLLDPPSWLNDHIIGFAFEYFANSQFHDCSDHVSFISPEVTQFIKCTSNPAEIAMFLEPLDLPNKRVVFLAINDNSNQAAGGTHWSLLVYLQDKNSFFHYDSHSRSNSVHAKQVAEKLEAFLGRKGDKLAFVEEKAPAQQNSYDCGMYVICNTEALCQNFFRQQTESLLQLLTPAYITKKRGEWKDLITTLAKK
UBC13 polyUb: blocks human UBC13 polyubiquitin chain formation; P61088; TR-FRET; inhibition, % at 20 µM; 330,000 tested, 0.47% active; AID 485273; in the data active = inhibition above about 45%, passing the limit was not always enough
Target sequence (P61088 whole entry, looked up): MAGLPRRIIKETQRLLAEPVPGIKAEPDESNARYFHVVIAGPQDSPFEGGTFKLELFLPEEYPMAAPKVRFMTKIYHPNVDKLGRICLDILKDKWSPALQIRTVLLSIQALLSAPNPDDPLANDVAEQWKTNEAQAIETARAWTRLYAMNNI
Gli-Sufu antag: blocks Gli-Sufu signaling in a luciferase reporter; Sufu-KO-LIGHT fibroblasts, Gli luciferase reporter luminescence; inhibition, % at 5 µM; 340,000 tested, 0.74% active; AID 588413;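 active = inhibition above about 55%, limit read from the data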;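 also: 0% = DMSO-treated cells and 100% = wells with medium but no cells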
Jurkat NFkB inh: inhibitors of the PMA/ionomycin-induced NF-kB reporter in Jurkat cells; PMA/ionomycin-induced NF-kB luciferase reporter, luminescence; inhibition, % at 4 µM; 330,000 tested, 0.53% active; AID 435003
SENP7 inh: inhibitors of human SENP7 protease; Q9BQF6; recombinant SENP7, Z-RLRGG-aminoluciferin luminescence, 40 min; inhibition, % at 5 µM; 330,000 tested, 1.5% active;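 active = inhibition above about 50% at the single test dose, limit read from the data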;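 also: plate controls were DMSO with enzyme for no effect and no enzyme buffer wells for full effect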
Target sequence (Q9BQF6 706-1050 limits assumed): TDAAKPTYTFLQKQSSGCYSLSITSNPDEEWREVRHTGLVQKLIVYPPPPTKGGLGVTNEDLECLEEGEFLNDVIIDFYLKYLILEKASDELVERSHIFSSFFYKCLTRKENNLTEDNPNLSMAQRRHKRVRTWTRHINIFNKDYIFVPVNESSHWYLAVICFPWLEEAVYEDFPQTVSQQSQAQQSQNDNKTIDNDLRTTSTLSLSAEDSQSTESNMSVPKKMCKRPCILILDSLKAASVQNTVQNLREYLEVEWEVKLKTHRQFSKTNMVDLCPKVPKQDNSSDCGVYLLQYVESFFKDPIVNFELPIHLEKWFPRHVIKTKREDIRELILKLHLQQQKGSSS
Apaf-1 inh: human Apaf-1 inhibition; O14727; reconstituted apoptosome caspase-3 activity, DEVD-Rh110 fluorescence; inhibition, % at 20 µM; 330,000 tested, 0.71% active; AID 489030; active = inhibition of at least 40% at 20 µM;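 also: plate controls were DMSO wells for no effect and DEVD-CHO caspase inhibitor wells for full effect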
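Assay system – apoptosome proteins · Medium – Hepes buffer, pH 7.5 · Also added – cytochrome c with DEVD-Rh110 · Timing – 30 min compound preincubation, 50 min activation, room temperature · Detection – Rh110 fluorescence, excitation 480 nm, emission 540 nm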
697 NFkB inh: lowers PMA/ionomycin-induced NF-kB signal in 697 B cells; 697 B-cell NF-kB luciferase reporter, 16 h; inhibition, % at 4 µM; 330,000 tested, 0.33% active; in the data active = inhibition above about 35%
* hit, by the source's call. Rule as the data show it, unless noted: active = inhibition above about 50%; inactive = the rest.

The first four entries (preview)
`O=C(CNC(=O)c1ccc(F)cc1)NCc1ccc(S(=O)(=O)N2CCOCC2)cc1` gave HKDC1 inhibitor -6, SENP8 inh -4, UBC13 polyUb 0, Gli-Sufu antag -5, Jurkat NFkB inh -4, SENP7 inh -7, Apaf-1 inh -8 and 697 NFkB inh 0.
`Cc1ccc2nsnc2c1NC(=S)NC(=O)c1ccco1` gave HKDC1 inhibitor -2, SENP8 inh -8, UBC13 polyUb -11, Gli-Sufu antag 5, Jurkat NFkB inh 2, SENP7 inh -5, Apaf-1 inh 13 and 697 NFkB inh -15.
Screening Clc1ccc(Cl)c(OCCCCNCc2ccccc2)c1 returned HKDC1 inhibitor 2, SENP8 inh 2, UBC13 polyUb 26, Gli-Sufu antag 17, Jurkat NFkB inh 16, SENP7 inh 6, Apaf-1 inh 4 and 697 NFkB inh -8.
Screening COc1cccc(C(=O)N2c3cc(C)ccc3OCC2C(C)(C)C)c1 (configuration not stated) returned HKDC1 inhibitor -1, SENP8 inh -3, UBC13 polyUb -4, Gli-Sufu antag 39, Jurkat NFkB inh -21, SENP7 inh -3, Apaf-1 inh 29 and 697 NFkB inh -6.

Results (from the top)
`O=C(CNC(=O)c1ccc(F)cc1)NCc1ccc(S(=O)(=O)N2CCOCC2)cc1` gave HKDC1 inhibitor -6, SENP8 inh -4, UBC13 polyUb 0, Gli-Sufu antag -5, Jurkat NFkB inh -4, SENP7 inh -7, Apaf-1 inh -8 and 697 NFkB inh 0.
`Cc1ccc2nsnc2c1NC(=S)NC(=O)c1ccco1` gave HKDC1 inhibitor -2, SENP8 inh -8, UBC13 polyUb -11, Gli-Sufu antag 5, Jurkat NFkB inh 2, SENP7 inh -5, Apaf-1 inh 13 and 697 NFkB inh -15.
Screening Clc1ccc(Cl)c(OCCCCNCc2ccccc2)c1 returned HKDC1 inhibitor 2, SENP8 inh 2, UBC13 polyUb 26, Gli-Sufu antag 17, Jurkat NFkB inh 16, SENP7 inh 6, Apaf-1 inh 4 and 697 NFkB inh -8.
Screening COc1cccc(C(=O)N2c3cc(C)ccc3OCC2C(C)(C)C)c1 (configuration not stated) returned HKDC1 inhibitor -1, SENP8 inh -3, UBC13 polyUb -4, Gli-Sufu antag 39, Jurkat NFkB inh -21, SENP7 inh -3, Apaf-1 inh 29 and 697 NFkB inh -6.
`CCOC(=O)CSc1nc2cc(OC)ccc2cc1C#N` gave HKDC1 inhibitor 2, SENP8 inh 6, UBC13 polyUb 21, Gli-Sufu antag 1, Jurkat NFkB inh -207, SENP7 inh -5, Apaf-1 inh 8 and 697 NFkB inh -190.
For CCCOc1ccccc1N1C(=O)CC(N2CCOCC2)C1=O (configuration not stated) the results were HKDC1 inhibitor -8, SENP8 inh 4, UBC13 polyUb -1, Gli-Sufu antag 4, Jurkat NFkB inh 14, SENP7 inh 1, Apaf-1 inh -5 and 697 NFkB inh 21.
For O=c1c2ccc([N+](=O)[O-])cc2ncn1Cc1ccccc1C(F)(F)F the results were HKDC1 inhibitor -9, SENP8 inh 1, UBC13 polyUb -11, Gli-Sufu antag 8, Jurkat NFkB inh 2, SENP7 inh 3, Apaf-1 inh 1 and 697 NFkB inh 10.
Screening O=C(NC1CCN(Cc2ccccc2)CC1)c1cn(-c2ccccc2)nc1-c1cccnc1 returned HKDC1 inhibitor -3, SENP8 inh 3, UBC13 polyUb -2, Gli-Sufu antag 20, Jurkat NFkB inh 17, SENP7 inh -6, Apaf-1 inh 12 and 697 NFkB inh -10.
For CCCCC(CC)CNC(=O)C(Cc1ccccc1)NS(=O)(=O)c1ccc2c(c1)CCC(=O)N2 (configuration not stated) the results were HKDC1 inhibitor -6, SENP8 inh -7, UBC13 polyUb -9, Gli-Sufu antag 2, Jurkat NFkB inh -8, SENP7 inh -4, Apaf-1 inh -15 and 697 NFkB inh 18.
Screening O=C(CN1CCN(Cc2ccccc2)C1=O)NCc1cccs1 returned HKDC1 inhibitor -8, SENP8 inh -4, UBC13 polyUb 1, Gli-Sufu antag -2, Jurkat NFkB inh 1, SENP7 inh -7, Apaf-1 inh 3 and 697 NFkB inh 5.
For O=C(CN1C(=O)CNC1=O)Nc1cc(Cl)cc(Cl)c1 the results were HKDC1 inhibitor -2, SENP8 inh -27, UBC13 polyUb 14, Gli-Sufu antag -2, Jurkat NFkB inh 6, SENP7 inh -36, Apaf-1 inh -4 and 697 NFkB inh 14.
For Cc1cc(NC(=O)CSc2nc(=O)n(CCCN(C)C)c3c2CCCC3)no1 the results were HKDC1 inhibitor -5, SENP8 inh -6, UBC13 polyUb 0, Gli-Sufu antag -6, Jurkat NFkB inh 10, SENP7 inh -14, Apaf-1 inh 0 and 697 NFkB inh -10.
Screening COc1ccc(C(=O)COC(=O)Cn2cnc3ccccc3c2=O)c(OC)c1 returned HKDC1 inhibitor -4, SENP8 inh -11, UBC13 polyUb -3, Gli-Sufu antag -2, Jurkat NFkB inh -15, SENP7 inh 10, Apaf-1 inh 5 and 697 NFkB inh -3.
COc1ccc(/C=C(\NC(=O)c2cccs2)C(=O)NN)cc1OC was read as HKDC1 inhibitor 0, SENP8 inh -13, UBC13 polyUb -8, Gli-Sufu antag 1, Jurkat NFkB inh 5, SENP7 inh -10, Apaf-1 inh 2 and 697 NFkB inh 8.
`COc1ccc(NC2=NCC(=O)N2Cc2cccs2)cc1` gave HKDC1 inhibitor 3, SENP8 inh 1, UBC13 polyUb -12, Gli-Sufu antag -7, Jurkat NFkB inh -15, SENP7 inh 1, Apaf-1 inh -1 and 697 NFkB inh -44.
COC(=O)Cc1ccc(NC(=S)N2CCN(c3cc(Cl)ccc3C)CC2)cc1 was read as HKDC1 inhibitor -4, SENP8 inh 3, UBC13 polyUb -1, Gli-Sufu antag 21, Jurkat NFkB inh 25, SENP7 inh 11, Apaf-1 inh 15 and 697 NFkB inh -21.
For COc1ccc(N2CCN(C(=O)c3ccc(NS(=O)(=O)c4ccc(F)c(F)c4)cc3)CC2)cc1 the results were HKDC1 inhibitor 0, SENP8 inh 5, UBC13 polyUb -1, Gli-Sufu antag 4, Jurkat NFkB inh 2, SENP7 inh 22, Apaf-1 inh 18 and 697 NFkB inh -11.
COc1cccc(C2CC(c3ccccc3)=NN2S(=O)(=O)c2ccccc2)c1OC (configuration not stated) was read as HKDC1 inhibitor -7, SENP8 inh 0, UBC13 polyUb 4, Gli-Sufu antag 11, Jurkat NFkB inh -3, SENP7 inh 1, Apaf-1 inh 12 and 697 NFkB inh 4.
CCOc1ccc(Nc2oc(Cc3ccccc3)nc2C#N)cc1 was read as HKDC1 inhibitor -4, SENP8 inh 4, UBC13 polyUb 4, Gli-Sufu antag 7, Jurkat NFkB inh -36, SENP7 inh 6, Apaf-1 inh 22 and 697 NFkB inh -38.
`Cc1ccc(C(=O)NCCNc2ccc([N+](=O)[O-])cc2C(F)(F)F)cc1` gave HKDC1 inhibitor -1, SENP8 inh -6, UBC13 polyUb -9, Gli-Sufu antag 21, Jurkat NFkB inh 6, SENP7 inh -9, Apaf-1 inh 15 and 697 NFkB inh -3.
Screening CCOC(=O)N1CCN(C(=O)CS(=O)Cc2nc(-c3ccc(OC)c(OC)c3)oc2C)CC1 (configuration not stated) returned HKDC1 inhibitor -4, SENP8 inh 3, UBC13 polyUb 1, Gli-Sufu antag -6, Jurkat NFkB inh 3, SENP7 inh 1, Apaf-1 inh -1 and 697 NFkB inh 9.
Screening O=S(=O)(c1ccc(NC(=S)N/N=C/c2cccc(Oc3ccccc3)c2)cc1)N1CCOCC1 returned HKDC1 inhibitor -7, SENP8 inh -4, UBC13 polyUb -4, Gli-Sufu antag 5, Jurkat NFkB inh 17, SENP7 inh -4, Apaf-1 inh -4 and 697 NFkB inh -9.
Screening Cc1ccc(C)n1NC(=O)c1ccc(Cl)cc1 returned HKDC1 inhibitor -1, SENP8 inh -5, UBC13 polyUb -3, Gli-Sufu antag 0, Jurkat NFkB inh 12, SENP7 inh 11, Apaf-1 inh 16 and 697 NFkB inh 11.
CC(=O)N/N=C(\C)c1cccc(C(F)(F)F)c1 was read as HKDC1 inhibitor 1, SENP8 inh 0, UBC13 polyUb 7, Gli-Sufu antag 0, Jurkat NFkB inh -7, SENP7 inh 3, Apaf-1 inh -7 and 697 NFkB inh 11.
For COC(=O)c1ccc(Cc2ccc(C(=O)OC)o2)o1 the results were HKDC1 inhibitor -10, SENP8 inh -9, UBC13 polyUb 4, Gli-Sufu antag 3, Jurkat NFkB inh 14, SENP7 inh 0, Apaf-1 inh -4 and 697 NFkB inh 4.
Screening Cc1ccc(S(=O)(=O)N(C)CC(O)Cn2c3ccccc3c3ccccc32)cc1 (configuration not stated) returned HKDC1 inhibitor -2, SENP8 inh -5, UBC13 polyUb 8, Gli-Sufu antag 6, Jurkat NFkB inh -6, SENP7 inh -7, Apaf-1 inh 27 and 697 NFkB inh 1.
For O=C(CSc1ccc(F)cc1)Nc1ccc(N2CCOCC2)cc1 the results were HKDC1 inhibitor -5, SENP8 inh 8, UBC13 polyUb -8, Gli-Sufu antag -53, Jurkat NFkB inh 9, SENP7 inh 3, Apaf-1 inh -6 and 697 NFkB inh 5.
Screening CCCC[C@@H](CNC)NC[C@H](Cc1ccc(O)cc1)NCCc1ccc(OCC)cc1 returned HKDC1 inhibitor -5, SENP8 inh -5, UBC13 polyUb 33, Gli-Sufu antag 21, Jurkat NFkB inh 25, SENP7 inh -3, Apaf-1 inh 4 and 697 NFkB inh 10.
`O=C1CC(C(=O)Nc2ccc(Cl)c(Cl)c2)S/C(=N\N=C\c2ccco2)N1` (configuration not stated) gave HKDC1 inhibitor -1, SENP8 inh -1, UBC13 polyUb -18, Gli-Sufu antag -5, Jurkat NFkB inh 2, SENP7 inh -8, Apaf-1 inh -5 and 697 NFkB inh 9.
`COC(=O)C1=C(C)N(Cc2ccccc2)C(=NCc2cccc(Cl)c2)N[C@H]1c1ccccc1` gave HKDC1 inhibitor 13, SENP8 inh 4, UBC13 polyUb 70*, Gli-Sufu antag 0, Jurkat NFkB inh 3, SENP7 inh 0, Apaf-1 inh 56* and 697 NFkB inh 20.
Cc1cc(C)nc(SCC(=O)Nc2ccc(S(=O)(=O)NCCO)cc2)n1 was read as HKDC1 inhibitor -9, SENP8 inh -4, UBC13 polyUb 10, Gli-Sufu antag 0, Jurkat NFkB inh 16, SENP7 inh -1, Apaf-1 inh -3 and 697 NFkB inh 17.
Screening O=C(NCc1nnc(SCC(=O)N2CCCC2)o1)c1c(F)cccc1F returned HKDC1 inhibitor -3, SENP8 inh 5, UBC13 polyUb 3, Gli-Sufu antag -4, Jurkat NFkB inh 7, SENP7 inh -2, Apaf-1 inh -4 and 697 NFkB inh 12.
For CC1CCCN(C(=O)c2cc3c(=O)n4ccccc4nc3s2)C1 (configuration not stated) the results were HKDC1 inhibitor 1, SENP8 inh -4, UBC13 polyUb 10, Gli-Sufu antag -49, Jurkat NFkB inh -76, SENP7 inh -3, Apaf-1 inh -1 and 697 NFkB inh -50.
CC(C)N1CN(c2ccccc2)C(=S)N(c2ccccc2)C1 was read as HKDC1 inhibitor -1, SENP8 inh 9, UBC13 polyUb -2, Gli-Sufu antag -6, Jurkat NFkB inh -14, SENP7 inh -2, Apaf-1 inh -24 and 697 NFkB inh -31.
For O=C1NC(=O)/C(=C\c2ccccc2OCc2ccc([N+](=O)[O-])cc2)N1 the results were HKDC1 inhibitor 4, SENP8 inh -6, UBC13 polyUb 7, Gli-Sufu antag 6, Jurkat NFkB inh 11, SENP7 inh 5, Apaf-1 inh -14 and 697 NFkB inh 8.
For COc1ccc(C(=O)COC(=O)COc2ccc(C)c(C)c2)cc1 the results were HKDC1 inhibitor -4, SENP8 inh -3, UBC13 polyUb 1, Gli-Sufu antag -1, Jurkat NFkB inh 10, SENP7 inh 5, Apaf-1 inh 16 and 697 NFkB inh -15.
Cc1ccccc1N1C(=O)CC(N2CCC(C(N)=O)CC2)C1=O (configuration not stated) was read as HKDC1 inhibitor -11, SENP8 inh 2, UBC13 polyUb -8, Gli-Sufu antag -4, Jurkat NFkB inh 16, SENP7 inh 6, Apaf-1 inh -5 and 697 NFkB inh -9.
